Giardia FBPA inh – inhibitors of Giardia lamblia fructose-1,6-bisphosphate aldolase. A8B2U2. purified Giardia FBPA. Potency, µM (top dose mostly 59.6 µM), for the others: top-dose activity, negative = inhibition, hits mostly inhibitors. 290,000 tested, 0.71% active. AID 2451; further: potency means the concentration at half of the fitted maximal effect; nearly all actives have a fitted effect of over 55% in size
Target sequence (A8B2U2 whole entry, looked up): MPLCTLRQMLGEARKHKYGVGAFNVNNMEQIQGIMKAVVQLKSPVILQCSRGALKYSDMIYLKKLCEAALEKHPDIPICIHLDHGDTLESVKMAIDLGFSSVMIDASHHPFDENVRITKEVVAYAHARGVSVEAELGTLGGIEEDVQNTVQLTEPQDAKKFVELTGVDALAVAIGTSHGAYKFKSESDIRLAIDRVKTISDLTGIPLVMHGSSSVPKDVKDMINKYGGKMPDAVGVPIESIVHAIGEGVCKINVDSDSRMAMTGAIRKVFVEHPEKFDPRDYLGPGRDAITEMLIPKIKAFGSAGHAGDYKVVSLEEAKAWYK
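40 nM FBPA preincubated 10 min at RT with compound (up to 57.5 uM final), then substrate plus GAPDH/TPI/NAD/arsenate coupling and diaphorase/resazurin added. Fluorescence read after 20 min at RT, 525/598 nm.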
AmpC detergent – inhibitors of E. coli AmpC beta-lactamase with detergent | P00811 | AmpC hydrolysis of nitrocefin, absorbance 480 nm, 0.01% Triton | Potency, µM (doses to about 114 µM), inactives show at the top dose activity change, negative = inhibition, usual class: inhibitors | 370,000 tested, 0.041% active | AID 485294;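 further: potency means the concentration at half of the fitted maximal effect; 0% = no-compound wells and -100% = no-enzyme wells; nearly all actives have a fitted effect of over 25% in size; some results filed as inactive show a strong effect at the top dose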
Target sequence (P00811 whole entry, looked up): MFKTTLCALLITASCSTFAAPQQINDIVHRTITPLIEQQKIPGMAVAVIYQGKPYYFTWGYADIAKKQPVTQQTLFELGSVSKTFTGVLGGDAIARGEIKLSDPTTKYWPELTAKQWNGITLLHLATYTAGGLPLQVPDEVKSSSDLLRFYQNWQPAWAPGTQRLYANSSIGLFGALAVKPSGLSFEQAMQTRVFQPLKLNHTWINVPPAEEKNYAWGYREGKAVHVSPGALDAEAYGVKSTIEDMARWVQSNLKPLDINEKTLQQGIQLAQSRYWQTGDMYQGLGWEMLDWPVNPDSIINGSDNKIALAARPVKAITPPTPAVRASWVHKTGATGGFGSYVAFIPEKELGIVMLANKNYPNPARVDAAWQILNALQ
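AmpC (5.3 nM in the dispensed reagent) in 20 mM phosphate pH 7.0 with 0.01% (detergent screen) or 0.0001% Triton X-100 was preincubated with compounds for 15 min at room temperature. Nitrocefin was then added from an 800 uM solution, and hydrolysis was followed at 480 nm.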
AMA1 RON2 block – disrupts binding of P. falciparum AMA1 to RON2; AlphaScreen AMA1-biotinylated RON2 peptide binding; Potency, µM (top dose mostly 58.2 µM), without a hit: at the highest dose activity change, negative = inhibition, actives largely listed as inhibitors; 360,000 tested, 0.2% active;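 further: potency means the concentration at half of the fitted maximal effect; 0% = vehicle wells and -100% = peptide control; nearly all actives have a fitted effect of over 45% in size; some results filed as inactive show a strong effect at the top dose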
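AMA1 (3D7) with his tag at 25 nM final met compounds first, then biotinylated RON2 peptide at 25 nM; detection used donor plus acceptor beads, 10 µg/mL apiece, read by AlphaScreen after 30 min at room temperature.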
AmpC no deterg – AmpC beta-lactamase inhibition without detergent | P00811 | AmpC nitrocefin hydrolysis, absorbance 480 nm, 0.0001% Triton | Potency, µM (titrated, usually from 57.1 µM), without a hit: at the highest dose activity change, negative = inhibition, most hits filed as inhibitors | 330,000 tested, 0.52% active | AID 485341;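 further: potency means the concentration at half of the fitted maximal effect; plate controls were no compound for no effect and no enzyme for full effect; nearly all actives have a fitted effect of over 20% in size; some results filed as inactive show a strong effect at the top dose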
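AmpC (5.3 nM in the dispensed reagent) in 20 mM phosphate pH 7.0 with 0.01% (detergent screen) or 0.0001% Triton X-100 was preincubated with compounds for 15 min at room temperature. Nitrocefin was then added from an 800 uM solution, and hydrolysis was followed at 480 nm.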
HCMV antiviral – blocks human cytomegalovirus replication; 410,000 tested, 4.5% active; activity change, negative = inhibition, % at 57.5 µM; HFF cells, HCMV-luciferase reporter, 72 h; stronger effect = lower value; AID 1259415; in the data active means activity change below about -60%; inconclusive means no clear call, values can overlap the other calls; inactive means above about -39%
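Steps: HFFs plated, 16 h 37C; compounds added; HCMV-luciferase added to MOI 1 PFU/cell; 72 h 37C; OneGlo reagent, 5 min room temperature; luminescence read, normalized to controls.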
Sm TGR block – inhibitors of Schistosoma mansoni thioredoxin glutathione reductase; purified TGR, DTNB reduction, TNB absorbance 405 nm; Q962Y6; 360,000 tested, 3% active; Potency, µM (doses to about 114 µM), inactives show top-dose activity change, negative = inhibition, actives largely listed as inhibitors; further: potency means the concentration at half of the fitted maximal effect; nearly all actives have a fitted effect of over 60% in size
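TGR 20 nM + NADPH 100 uM (dispensed conc.), cpd preinc 15 min RT; start with NADPH (500 uM addition) then DTNB (15 mM addition). Kinetic TNB absorbance, 405 nm filter. Four-parameter Hill fit across titration.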
* marks the source's active call; other numbers are inactive results; u = inconclusive; x = no result given; & = joins results of further samples; [ ] = remark or other dose. Unless noted, the call rests on the fitted dose curve; in most records, active means well fitted curve in the direction sought with a large enough effect; inconclusive means small, poorly fitted or top-dose-only effect, or another doubt; inactive means no such curve, though single readings can be large; an effect the other way counts as inactive or inconclusive. Unless noted, on the % scale 0 is the no-effect control and ±100 the full control effect. Not a hit list; 7.8% or so of the library scored in one or more.

Sample of the layout:
Every second line gives: Giardia FBPA inh	AmpC detergent	AMA1 RON2 block	AmpC no deterg	HCMV antiviral	Sm TGR block
1	COc1ccc(C=C2C(=O)c3ccccc3C2=O)cc1O
  -14%	8%	-22%	-50%	-31	-28%
2	O=C(COC(=O)CCS(=O)(=O)c1ccc(Cl)cc1)Nc1ncc(Cl)cc1Cl
  0%	u	43%[activator]	-5%	-10	-2%
3	Cc1nnc(NC(=O)Cn2c(=O)sc3ccccc32)s1
  -8%	u	0%	-13%	-31	5%

All compounds of this part (from the top)
Every second line gives: Giardia FBPA inh	AmpC detergent	AMA1 RON2 block	AmpC no deterg	HCMV antiviral	Sm TGR block
1	COc1ccc(C=C2C(=O)c3ccccc3C2=O)cc1O
  -14%	8%	-22%	-50%	-31	-28%
2	O=C(COC(=O)CCS(=O)(=O)c1ccc(Cl)cc1)Nc1ncc(Cl)cc1Cl
  0%	u	43%[activator]	-5%	-10	-2%
3	Cc1nnc(NC(=O)Cn2c(=O)sc3ccccc32)s1
  -8%	u	0%	-13%	-31	5%
4	N#Cc1ccc(S(=O)(=O)N2CCN(CC(=O)Nc3ccccc3C(=O)NC3CC3)CC2)cc1
  x	-12%	4%	-6%	-2	2%
5	COc1ccc(Nc2cc(C(=O)NCCCN3CCN(c4ccccc4F)CC3)c3ccccc3n2)c(OC)c1
  x	-5%	x	x	-38	7%
6	Cc1ccc(NC(=O)Nc2ccc3c(c2)nc(C)n3C)cc1C
  0%	6%	x	1%	x	5%
7	CN(C)C(=O)c1ccccc1Sc1cc(Cl)ccc1Cl
  -14%	3%	-2%	42%	-16	10%
8	Cc1cccc(-n2c(O)c(C=Nc3c(C)n(C)n(-c4ccccc4)c3=O)c3ccccc3c2=O)n1
  4%	-2%	-4%&-2%	-10%	-6	-1%
9	COCC(=O)Nc1nc(-c2ccc([N+](=O)[O-])cc2)cs1
  2%	-1%	-1%	-10%	-89*	0%
10	CCc1nc(SCC(=O)N2CCC(C)CC2)c2c(=O)n(C)c(=O)n(C)c2n1
  7%	u	0%	58%	u	-3%
11	O=C(COC(=O)c1cccc(S(=O)(=O)NCc2ccccc2)c1)NCC1CCCO1 (stereo unspecified)
  0%	-19%	-5%	-16%	-12	-1%
12	Cc1ncc(CO)c2c1Oc1nc(-c3ccc(Cl)cc3)nc(SCC(=O)N3CCCCC3)c1C2
  x	16%	x	x	-3	40µM*
13	COc1ccc(NC(=O)C(Cc2ccccc2)NS(=O)(=O)c2ccc(Br)s2)cc1OC (stereo unspecified)
  x	17%	x	x	-12	4%
14	COc1ccc(CCNCc2c(C(=O)O)c(C)n(Cc3cccc(C)c3)c2C)cc1OC
  x	18%	x	x	-2	-3%
15	O=C(CCCCCNC(=O)c1ccccc1)N/N=C/c1ccco1
  1%	-6%	7%	-10%	-6	-28%
16	COc1ccc(Cn2ccnc2)cc1[N+](=O)[O-]
  1%	-2%	-8%	-22%	0	0%
17	O=C1CC(SCCc2nc3ccccc3[nH]2)C(=O)N1c1ccc(F)cc1 (stereo unspecified)
  -12%	-5%	-6%	-34%	-3	u
18	Cc1cccc(N2CCN(C(=O)c3ccc4nccnc4c3)CC2C)c1 (stereo unspecified)
  x	x	-2%	23%	-35	x
19	CN(C)C(=O)NCc1ccc(S(N)(=O)=O)cc1
  4%	-13%	10%	-11%	-14	3%
20	COc1ccc(N(CC(=O)Nc2ccc(C)c(C)c2)S(=O)(=O)c2ccc(C)cc2)cc1OC
  x	0%	x	x	-13	-2%
21	NNC(=O)CN1C(CN2CCOCC2)=Nc2ccc(Br)cc2C1c1ccccc1 (stereo unspecified)
  5%	-1%	19%	131%[activator]	-6	x
22	CC(CCc1ccc(O)cc1)NCCc1ccc(O)c(O)c1 (stereo unspecified)
  -22%	x	u	x	-14	x
23	CNC(=O)C1CCN(S(=O)(=O)c2c(C)noc2/C=C/c2cccc(OC)c2)CC1
  -6%	-15%	30%[activator]	95%[activator]	-17	-23%
24	CCOc1ccc(-c2c(C)sc3nc[nH]c(=O)c23)cc1
  -5%	-8%	-2%	-25%	u	0%
25	CCOc1ccccc1NC(=O)N1CC(CC)Oc2ccccc21 (stereo unspecified)
  x	6%	x	x	-4	u
26	CCCN1CCN(C(=O)Cn2cnc3ccc(S(=O)(=O)N4CCC(C)CC4)cc3c2=O)CC1
  8%	2%	-7%	-4%	17	1%
27	O=c1c2ccc([N+](=O)[O-])cc2ncn1CCOc1ccc(Cl)cc1
  -1%	-5%	-2%	-21%	7	-1%
28	O=C(O)c1cn(Cc2ccccc2)nc1-c1cccnc1
  3%	u	1%	-5%	-5	-12%
29	CCC(Sc1nccn1C)C(=O)Nc1nnc(C)s1 (stereo unspecified)
  -18%	u	-1%	-7%	-7	2%
30	CSCc1ccc(C(=O)N2CCCC(Nc3ccc4c(c3)OCCO4)C2)o1 (stereo unspecified)
  0%	u	-13%	-9%	-16	28µM*
31	Cc1ccc(N=Nc2c(N)[nH]n3c(=O)cc(C)nc23)cc1
  -10%	u	26%	-7%	u	-25%
32	Cn1c(=O)c2c(ncn2CCCl)n(C)c1=O
  4%	-8%	-2%	-12%	2	11%
33	Cc1ccc(S(=O)(=O)N2CCCCC2)cc1C(=O)Nc1ccc2cn[nH]c2c1
  -12%	-4%	-6%	-30%	69	8%
34	Cc1ccc(S(=O)(=O)N2CCCCC2)cc1NC(=S)NC(=O)c1ccco1
  u	0%	18%	-16%	-22	u
35	CN(C)CCCNC(=O)c1cc(C(=O)c2c(Cl)cccc2Cl)c[nH]1
  -1%	0%	1%	-24%	x	-22%
36	CCCCn1c2nc3ccccc3nc2c2c(=O)n(C(C)CC)cnc21 (stereo unspecified)
  1%	-11%	37%[activator]	-17%	-32	0%
37	Cc1ccc(NC(=O)N2CCC(NC(=O)c3cccc(F)c3)CC2)cc1
  12%	1%	-1%	-19%	10	1%
38	CNC(=S)N/N=C(\C)c1cccc(C(F)(F)F)c1
  -22%	-1%	74%[activator]	-24%	7	-1%
39	N#CCCN(C(=O)COC(=O)COc1ccc(Cl)cc1)c1ccccc1
  2%	-9%	20%	32%	20	1%
40	NCCNC(=O)Cc1ccc(NC(=O)Cc2ccc(Nc3ncnc4c3ncn4[C@@H]3O[C@H](CO)[C@@H](O)[C@H]3O)cc2)cc1
  x	u	5%	33%	34	-7%
41	CCOc1cccc(C2C(C(=O)c3ccc(C)o3)=C(O)C(=O)N2Cc2ccccc2)c1 (stereo unspecified)
  1%	1%	2%	-28%	-27	-14%
42	CCCC(=O)NC(=S)Nc1cccc(NC(=O)c2ccc(Cl)cc2Cl)c1
  0%	-1%	-7%	-48%	-38	-34%
43	COc1ccc(-c2cc(C(F)(F)F)c(C#N)c(SCC(=O)Nc3ccccc3C#N)n2)cc1
  6%	0%	-2%	-5%	x	-3%
44	Cc1cccc(N2C(=O)C3C(c4ccccc4)OC4(C(=O)c5ccccc5C4=O)C3C2=O)c1 (stereo unspecified)
  4%	-10%	-1%	-21%	-12	9%
45	C[N+]1(CC(=O)OCCCC2CCCCC2)CCCC1
  -2%	2%	-11%	21%	26	x
46	CC(NC(=O)CNC(=O)c1ccccc1Br)c1cccs1 (stereo unspecified)
  x	u	15%	-12%	-2	7%
47	COc1ccc(-c2cc(-c3cccs3)nc3sc(C#N)c(N)c23)cc1
  1%	-5%	36%[activator]	-24%	46	-5%
48	CCOC(=O)NNc1ccccc1
  2%	-5%	-19%	-2%	35	-8%
49	O=C1CC2(CCN(C(=O)COc3ccc(Cl)cc3)CC2)Oc2ccccc21
  x	-3%	-5%	87%[activator]	-26	-1%
50	COc1ccc(-c2nnc3ccc(SC(C(C)=O)C(C)=O)nn23)cc1OC
  -29%	-7%	-2%	45%	-26	-19%
51	CCCCCCCCc1nc(SCC(C)=O)n[nH]1
  -1%	7%	22%	-10%	6	5%
52	O=C(NCc1ccc(N2CCCC2=O)cc1)Nc1ccccc1
  -2%	-10%	-7%	-23%	-11	-6%
53	Cc1ccc(Cl)cc1N1CCN(C(=O)c2ccc3c(c2)N(Cc2ccccc2)CCS3)CC1
  x	12%	x	x	u	2%
54	COc1cc(C(=O)Nc2ccc(OCc3cc(=O)n4ccc(C)cc4n3)cc2)cc(OC)c1OC
  x	3%	x	x	58	0%
55	CC1CC(C)CN(C(=O)c2ccccc2Nc2ccc(SC(F)F)cc2)C1 (stereo unspecified)
  -6%	-4%	-4%	-8%	-4	4%
56	Cc1cccc(N(CC(=O)Nc2c(C)n(C)n(-c3ccccc3)c2=O)S(C)(=O)=O)c1C
  8%	3%	1%	-11%	0	3%
57	CCCCOc1ccc(C(=O)NCC2(N3CCN(C)CC3)CCCCC2)cc1
  x	11%	x	x	-35	-9%
58	CC(=O)c1ccc(N=C2SCCCN2C(=O)C2CCCCC2)cc1
  1%	5%	-9%	0%	-1	11%
59	CCN(CC)CCCN1C=C2C(=O)C(C)(OC(=O)CCC(=O)OC)C(=O)C=C2C=C1C1CC1 (stereo unspecified)
  u	x	5%	x	13	x
60	Cc1cc(N2CCN(C)CC2)nc2ccc(NC(=S)N3CCN(c4ccccn4)CC3)cc12
  -3%	2%	-13%	133%[activator]	-30	1%

Other structures follow.
Every second line gives: Giardia FBPA inh	AmpC detergent	AMA1 RON2 block	AmpC no deterg	HCMV antiviral	Sm TGR block
61	CSc1ncc(C(=O)NCc2ccccc2Cl)c(C(F)(F)F)n1
  x	-4%	x	x	-2	5%
62	CCC(=O)N1CCc2cc(S(=O)(=O)NCCC(=O)N3CC=C(c4ccccc4)CC3)ccc21
  -17%	-13%	x	65%[activator]	u	0%
63	O=C(CCCc1ccccc1)NC1CC(=O)N(c2ccc(Cl)cc2)C1 (stereo unspecified)
  x	2%	x	x	57	1%
64	Fc1ccc(-c2cnc(-c3cccs3)o2)cc1
  -3%	-2%	-18%	-14%	5	3%
65	Cc1cc(Cl)ccc1NC(=O)COC(=O)CCNS(=O)(=O)c1ccccc1
  x	-11%	-4%	-19%	0	1%
66	CCn1cnc2sc(-c3ccccc3)cc2c1=O
  3%	1%	11%	-9%	123	-2%
67	CN(C)c1ccc(P(=O)(Nc2ccccc2)N2CCOCC2)c(NC(=O)c2cccs2)c1 (stereo unspecified)
  4%	u	-4%[11.6 µM]	93%[activator]	-2	-13%
68	CCCCc1ccc(-n2nc3cc(C)c(NC(=O)Cc4ccccc4)cc3n2)cc1
  x	-4%	x	x	-24	-17%
69	CC1(C)CC2CC(C)(CN2C(=O)COC(=O)c2ccc(O)cc2O)C1 (stereo unspecified)
  x	x	-3%	-23%	-5	x
